Bioassay records as filed in PubChem.
Efflux pump inh: inhibitors of Candida antifungal efflux pumps expressed in yeast; 330,000 tested, 0.44% active; inhibition, % at 10 µM; S. cerevisiae Candida pump triplex, Nile Red efflux;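 active = plate passing quality check with inhibition over a set limit, or well fluorescence over plate mean plus 4 SD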;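 also: Nile Red retained in pooled yeast measured as flow cytometry median fluorescence; 0% = buffer negative control and 100% = Enniatin B positive control; higher means more Nile Red kept so more efflux inhibition; some compounds called inactive have numbers as strong as hits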
procasp7 counter: counter-screen for procaspase-3 activators: activators of human procaspase-7; activation, % at 8.5 µM; 330,000 tested, 0.093% active; P55210; recombinant procaspase-7, Ac-DEVD-pNA absorbance 405 nm; D23A/D198A/D206A triple mutant, cannot self-cleave; scale: DMSO 0, 5 µM enzyme 100;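 active = percent activation above the screen-wide mean plus 3 SD, cut at about 25% in these data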
Target sequence (P55210 whole entry D23A/D198A/D206A): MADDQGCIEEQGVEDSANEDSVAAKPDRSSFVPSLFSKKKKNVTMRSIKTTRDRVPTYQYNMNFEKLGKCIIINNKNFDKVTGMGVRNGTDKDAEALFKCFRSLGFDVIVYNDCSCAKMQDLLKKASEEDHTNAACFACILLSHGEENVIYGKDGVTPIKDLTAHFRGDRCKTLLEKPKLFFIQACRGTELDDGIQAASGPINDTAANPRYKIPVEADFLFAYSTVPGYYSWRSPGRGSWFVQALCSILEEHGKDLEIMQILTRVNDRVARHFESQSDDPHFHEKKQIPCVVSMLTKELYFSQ
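Detection: p-Nitroaniline absorbance at 405 nm, read at 0 and 120 min; system: Uncleavable procaspase-7 mutant enzyme; evaluation: % activation from two-timepoint absorbance difference, scaled to controls; times: 1 h enzyme–compound preincubation and 2 h substrate reaction, both 25 °C; buffer or medium: Zinc-free HEPES pH 7.4 with 300 mM NaCl, 0.01% Triton X-100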
procasp3 activ: procaspase-3 (human) activation; P42574; recombinant procaspase-3 D3A, Ac-DEVD-pNA absorbance 405 nm; activation, % at 8.5 µM; 330,000 tested, 0.11% active; AID 463141;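 active = activation above the mean of all tested compounds plus 3 SD, cut at about 21% in these data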;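 also: 0% = DMSO alone and 100% = DMSO wells spiked with extra 5 µM PC-3 D3A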
Target sequence (P42574 whole entry D9A/D28A/D175A): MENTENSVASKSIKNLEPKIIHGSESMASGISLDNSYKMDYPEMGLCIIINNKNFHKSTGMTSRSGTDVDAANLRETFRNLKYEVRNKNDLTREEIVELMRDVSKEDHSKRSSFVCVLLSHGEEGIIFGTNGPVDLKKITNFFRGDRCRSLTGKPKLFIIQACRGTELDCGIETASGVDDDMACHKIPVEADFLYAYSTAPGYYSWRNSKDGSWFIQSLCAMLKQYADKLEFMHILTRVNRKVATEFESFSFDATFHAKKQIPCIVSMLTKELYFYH
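Compound: 8.5 µM single point, 0.8% DMSO / Material: Autoprocessing-dead procaspase-3 D3A mutant enzyme / Timing: 1 h preincubation plus 2 h reaction at 25 °C / Medium: Zinc-free HEPES/NaCl buffer with 0.01% Triton X-100 at pH 7.4 / Technique: 405 nm absorbance of p-nitroaniline, reads at 0 and 120 min / Repeats: one well per compound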
The depositor's hits bear a star. The list is partial; count on the stated rates, not on these rows.

SMILES	Efflux pump inh	procasp7 counter	procasp3 activ
COc1ccc(CN(C)C(=O)Cn2cnc(C(=O)Nc3ccc(C)c(C)c3)n2)cc1OC	0.2	3	0
O=C(Nc1ccc(C(=O)N2CCCC(CO)C2)cc1)c1ccc(Br)o1 (centres undefined)	-0.2	2	3
COC(=O)c1ccc2c(c1)c(C#Cc1ccccc1)c(-c1ccccc1)n2C	0.6	10	4
C[C@@H](NC(=O)Cn1cnc2c(NCc3ccccc3)ncnc21)c1cccc2ccccc12	0.3	-8	2
COc1ccc(C2CC(=O)Oc3cc(C)c(Cl)c(C)c32)cc1 (centres undefined)	0.5	2	-1
CCN1C[C@@H]2[C@@H]3C(=O)N(C)C(=O)[C@@H]3[C@](C)(C(=O)OC)N2C1=NC	-0.2	6	-3
C[C@H]1CN([C@@H](C)CO)C(=O)Cc2cc(NC(=O)CCC(F)(F)F)ccc2O[C@H]1CN(C)S(=O)(=O)c1ccc(Cl)cc1	0.0	-5	5
CN(Cc1nc2ccccc2c(=O)[nH]1)C(=O)c1cccc(NC(=O)c2cccs2)c1	0.0	11	7
COc1ccc2[nH]c3c(c2c1)CCN1C(=O)C(CC(=O)NCCC2=CCCCC2)C[C@H](C(=O)N(C(C)C)C(C)C)[C@@]31C (some centres undefined)	-0.1	5	-6
O=C1[C@@H](Oc2ccccc2)[C@@H](c2ccccc2)N1c1ccccc1	-0.3	0	4
CN(C)C(=O)CCc1ccc2c3c([nH]c2c1)[C@]1(C)[C@@H](C(=O)N2CCCCC2)C[C@H](CC(=O)NCCCn2ccnc2)C(=O)N1CC3	-0.3	5	7
CC(C)C[C@H](NC(=O)c1[nH]cnc1C(=O)N[C@@H](C)C(=O)OCc1ccccc1)C(=O)OCc1ccccc1	0.1	18	1
CC(C)NC(=O)N(C)C[C@H]1Oc2c(NC(=O)Nc3ccc4c(c3)OCO4)cccc2C(=O)N([C@H](C)CO)C[C@@H]1C	0.0	4	1
Cc1ccc(S(=O)(=O)N2C[C@@H]3[C@H]4CC[C@H](C4)[C@@H]3[C@@H](C)[C@@H]2c2ccco2)cc1	0.6	-5	-3
O=C(NCc1cccc(OC(F)(F)F)c1)c1cccc2c1C(=O)c1ccc(-c3ccc(F)cc3OCc3ccccc3)cc1S2(=O)=O	0.2	9	8
CN(C)C(=O)CCc1ccc2c3c([nH]c2c1)[C@]1(CCc2ccccc2)[C@@H](C(=O)N2CCCCC2)C[C@H](CC(=O)NCCc2ccccn2)C(=O)N1CC3	0.7	3	0
CC(=O)N1CCN(c2ccc(NCc3ccc(-c4cccc(Cl)c4)o3)cc2)CC1	0.1	-22	-13
O=C(OCC#CCSc1nnc(-c2cccc3ccccc23)o1)c1cc2ccccc2o1	-0.3	15	-1
CCc1ccc([C@H]2C(C(=O)O)=C[C@@H](C(C)(C)C)N2S(=O)(=O)c2ccc(C)cc2)cc1	-0.7	-2	4
Cn1cc(S(=O)(=O)NC[C@H]2O[C@@H](n3cnc4c(N)ncnc43)[C@H](O)[C@@H]2O)cn1	0.1	-7	8
CCCCN1CC(COCc2ccccc2)Oc2ccccc2S1(=O)=O (centres undefined)	0.1	-2	0
C[C@H](N)C(=O)NC[C@H]1O[C@@H](n2cnc3c(N)ncnc32)[C@H](O)[C@@H]1O	-0.4	5	3
O=C(N[C@@H](CCC/[N+]([O-])=C/c1ccccc1)C(=O)O)OCc1ccccc1	-0.2	5	4
C[C@]12c3[nH]c4ccc(Cl)cc4c3CCN1C(=O)[C@@H](CC(=O)NCc1ccco1)C[C@@H]2C(=O)N1CCCCC1	-0.3	3	3
Cc1noc(C)c1S(=O)(=O)Nc1ccc2c(c1)CC(=O)N([C@H](C)CO)C[C@H](C)[C@H](CN(C)S(=O)(=O)c1ccc(F)cc1)O2	-0.1	-2	8

(cont.)
SMILES	Efflux pump inh	procasp7 counter	procasp3 activ
COC(=O)c1ccc(C)cc1	-0.1	15	-6
COc1ccc(-c2noc(CCC(=O)N3CCN(c4cccc(F)c4)CC3)n2)cc1	0.2	0	-2
O=C1N[C@@H](Cc2ccccc2)COC(=O)[C@@H](Cc2ccc(F)cc2)CC/C=C/C[C@@H]1CC(=O)N(CCO)Cc1ccccc1	-0.2	4	9
C=CC[C@@H](CC(=O)N(CCO)Cc1ccccc1)C(=O)N[C@@H](COC(=O)[C@H](CC=C)CC(=O)OC(C)(C)C)Cc1c[nH]c2ccccc12	0.0	9	4
Cc1c(Cl)cnc(NC(=O)CSc2nnnn2C)c1Cl	0.3	7	3
COc1cc(OC)cc(-c2c(-c3cccs3)c3cc(-c4ccc(C(N)=O)cc4)ccc3n2C)c1	0.4	-5	-1
CCOC(=O)C1=C(C2=CCCCC2)c2ccc(OC)cc2N(S(=O)(=O)C(F)(F)F)C1C(=O)OCC (centres undefined)	-0.3	-13	-4
COc1ccc(-c2ccc3c(c2)S(=O)(=O)c2cccc(C(=O)N4CCN(c5ccc(Cl)cn5)CC4)c2C3=O)cc1OC	0.0	1	-2
O=C(Cn1cnc2c(NCc3ccccc3)ncnc21)NCc1ccccn1	0.0	-6	3
Oc1cc(-c2ccncc2)cc2cccnc12	0.0	-3	0
CCN1C(=O)[C@H]2[C@H]3CN=C(SC)N3[C@@](CC)(C(=O)OC)[C@H]2C1=O	0.0	-17	-7
COc1cc(C#Cc2c(-c3cncn3C)n(C)c3ccc(Br)cc23)cc(OC)c1	-0.2	-8	-1
CC(C)CN1Cc2ccccc2Oc2cc(Br)ccc2S1(=O)=O	-0.2	0	2
CN(C)CCCNC(=O)C[C@H]1C[C@H](C(=O)N2CCOCC2)[C@@]2(CCC3CCCC3)c3[nH]c4cc(CCC(=O)N(C)C)ccc4c3CCN2C1=O	0.0	3	-3
C[C@@H]1CN([C@@H](C)CO)C(=O)c2cc(NC(=O)C3CC3)ccc2O[C@H]1CN(C)C	-0.3	4	4
C[C@H](CO)N1C[C@H](C)[C@H](CN(C)S(=O)(=O)c2cccs2)Oc2ccc(NC(=O)Nc3ccc4c(c3)OCO4)cc2CC1=O	-0.1	3	-1
CCOC(=O)C1=CN(Cc2cccc(F)c2)S(=O)(=O)NC1CCc1ccccc1 (centres undefined)	-0.3	-4	-2
O=S1(=O)CCOC(CO)CN1Cc1ccc(Cl)c(Cl)c1 (centres undefined)	-0.3	3	-2
COc1ccc(C2/C=C\CC(OCc3ccccc3)CC(=O)N2Cc2cccc(F)c2)cc1 (centres undefined)	0.1	-3	-6
CC(C)(C)c1ccc2c(c1)C(c1ccc3c(c1)OCO3)CC(=O)O2 (centres undefined)	0.1	5	-3
Cc1ccc(C)c(N2CCN(C(=O)CCc3nc(-c4ccccc4C(F)(F)F)no3)CC2)c1	0.0	2	-5
CC(C)NC(=O)N(C)C[C@H]1Oc2c(cccc2N(C)C)C(=O)N([C@H](C)CO)C[C@@H]1C	-0.1	4	9
COC(=O)c1ccc2c(c1)c(-c1ccccc1)c(-c1ccccc1)n2C	0.0	8	0
CCN1C(=O)[C@@H]2[C@@H](c3ccc(SC4CCCCC4)c(OC)c3)N3CCCC[C@@]3(C(=O)OC)[C@@H]2C1=O	-0.1	2	7
CCC1Nc2ncnc(N3CCOCC3)c2N(Cc2ccc(OC)cc2)C1=O (centres undefined)	-0.1	5	-1

Twelve entries from above, sorted by formula weight, largest number first:
SMILES	Efflux pump inh	procasp7 counter	procasp3 activ
O=C(NCc1cccc(OC(F)(F)F)c1)c1cccc2c1C(=O)c1ccc(-c3ccc(F)cc3OCc3ccccc3)cc1S2(=O)=O	0.2	9	8
COc1ccc2[nH]c3c(c2c1)CCN1C(=O)C(CC(=O)NCCC2=CCCCC2)C[C@H](C(=O)N(C(C)C)C(C)C)[C@@]31C (some centres undefined)	-0.1	5	-6
CC(C)NC(=O)N(C)C[C@H]1Oc2c(NC(=O)Nc3ccc4c(c3)OCO4)cccc2C(=O)N([C@H](C)CO)C[C@@H]1C	0.0	4	1
CCOC(=O)C1=C(C2=CCCCC2)c2ccc(OC)cc2N(S(=O)(=O)C(F)(F)F)C1C(=O)OCC (centres undefined)	-0.3	-13	-4
COc1cc(OC)cc(-c2c(-c3cccs3)c3cc(-c4ccc(C(N)=O)cc4)ccc3n2C)c1	0.4	-5	-1
C[C@@H]1CN([C@@H](C)CO)C(=O)c2cc(NC(=O)C3CC3)ccc2O[C@H]1CN(C)C	-0.3	4	4
Cc1ccc(S(=O)(=O)N2C[C@@H]3[C@H]4CC[C@H](C4)[C@@H]3[C@@H](C)[C@@H]2c2ccco2)cc1	0.6	-5	-3
O=S1(=O)CCOC(CO)CN1Cc1ccc(Cl)c(Cl)c1 (centres undefined)	-0.3	3	-2
CCN1C(=O)[C@H]2[C@H]3CN=C(SC)N3[C@@](CC)(C(=O)OC)[C@H]2C1=O	0.0	-17	-7
Cc1c(Cl)cnc(NC(=O)CSc2nnnn2C)c1Cl	0.3	7	3
CC(C)(C)c1ccc2c(c1)C(c1ccc3c(c1)OCO3)CC(=O)O2 (centres undefined)	0.1	5	-3
Oc1cc(-c2ccncc2)cc2cccnc12	0.0	-3	0

Next part
SMILES	Efflux pump inh	procasp7 counter	procasp3 activ
CC(=O)Nc1sc(C)c(C)c1C(=O)OCC(=O)Nc1cccc(C)c1	-0.3	1	1
C[C@H](CO)N1C[C@H](C)[C@@H](CN(C)C(=O)Nc2ccc(C(F)(F)F)cc2)Oc2ccc(NC(=O)C3CC3)cc2C1=O	-0.3	14	-2
CCOC(=O)C1=CN(CC)S(=O)(=O)NC1c1ccc(F)c(Cl)c1 (centres undefined)	0.0	0	0
COc1ccc(CN(CCC(C)C)S(=O)(=O)c2ccccc2Br)c(OC)c1	-0.3	7	2
CN(C(=O)c1cccc(NC(=O)C2CCCN(C(=O)OC(C)(C)C)C2)c1)C1CCC1 (centres undefined)	0.1	7	9
O=c1oc2ccccc2c2c1ccc1ccccc12	-0.2	-7	9
CCOC(=O)C1=C(C)c2ccccc2OC1C(=O)OCC (centres undefined)	-0.1	4	8
COc1ccc2sc(-c3ccc(S(C)(=O)=O)cc3)c(C(=O)NCCCN3CCCC3=O)c2c1	-0.2	12	-2
COc1cc2c(cc1OC)[C@@H](NC(=O)C(C)C)[C@H](O)C2	-0.1	1	5
C=C(C)c1cc2c(ccc3ccc(=O)oc32)o1	0.2	11	5
Cc1cc(C(=O)COC(=O)/C=C/c2ccco2)c(C)n1C	0.2	11	2
COC(=O)[C@@]1(Cc2ccccc2)[C@H]2C(=O)N(C)C(=O)[C@H]2[C@H]2CN=C(SCc3ccc(C#N)cc3)N21	0.2	4	-6
Cc1ccccc1-c1cc(C(=O)NCc2cccc(Br)c2)n(CC2CC(c3cccnc3)=NO2)n1 (centres undefined)	0.3	1	3
CCOC(=O)C1=CN(Cc2ccco2)S(=O)(=O)N(CC)C1c1ccc(C(F)(F)F)cc1 (centres undefined)	-0.3	-8	-10
O=c1oc2ccc(C#CC3(O)CCCCC3)cc2cc1-n1cc(-c2ccccn2)nn1	-0.1	15	-1
CCN(C[C@H]1N[C@@](C)(C(=O)OC)[C@H]2C(=O)N(Cc3ccccc3)C(=O)[C@@H]12)C(=O)c1ccc(C)cc1	-0.2	8	6
CCCCCCCCCC(=O)N[C@@H]1c2cc(OC)c(OC)cc2C[C@H]1O	0.1	11	-4
O=C1C[C@@H]2CCN3C(=O)CCC[C@@H]([C@H]23)[C@@H]1Cc1ccccc1	-0.1	-3	2
COc1ccc(-c2ccc(-c3cc(=O)oc4c(C(C)C)ccc(C)c34)cc2)cc1	0.3	13	5
COc1cc(OC)c2c(-c3cccc(-c4ccc(F)c(Cl)c4)c3)cc(=O)oc2c1	0.2	-8	2
O=C1c2ccccc2[C@@H]2CC(O)C(O)CCN12 (some centres undefined)	-0.3	3	7
COC(=O)[C@]1(C)N[C@H](CN(C)C(C)=O)[C@@H]2C(=O)N(Cc3ccccc3)C(=O)[C@@H]21	-0.4	-4	-4
COc1ccc(-c2noc(CCC(=O)N3CCN(c4cccc(Cl)c4)CC3)n2)cc1	0.1	-12	-8
Clc1ccccc1-c1ccc2ncnc(NCc3cccs3)c2c1	-0.1	9	3
C=C(C)C(O)CC/C(C)=C/Cc1c(O)ccc(C(=O)/C=C/c2ccc(O)cc2)c1O (centres undefined)	0.2	-5	-3

(continued)
SMILES	Efflux pump inh	procasp7 counter	procasp3 activ
Cc1ccc(S(=O)(=O)N2C[C@@H]3c4ccccc4N(S(=O)(=O)c4ccc(C)cc4)[C@@H]3[C@@H](C)C2CC(=O)c2ccccc2)cc1 (some centres undefined)	0.9	-5	1
O=C(/C=C/CCc1ccc2c(c1)OCO2)N1CCCCC1	0.1	0	3
COc1cc2oc(=O)cc(-c3ccc(-c4ccc(N(C)C)cc4)cc3)c2c(OC)c1OC	0.1	-21	8
CC[C@@H](C)[C@@H]1CN([C@@H](CN2CCC[C@H]2CN2C(N)=NC[C@H]2CC(C)C)C(C)C)C(=N)N1CCCC1CCCC1	-0.2	4	-3
CON(C)C(=O)CCN(C(=O)OC(C)(C)C)c1ccccc1	0.0	3	12
CCC1Nc2ncnc(N3CCN(c4ccccc4)CC3)c2N(Cc2ccccc2)C1=O (centres undefined)	0.1	8	5
